Source: PubChem BioAssay
KinaseGlo FLuc = blocks Kinase-Glo luciferase, a counter-screen artifact; Q27757; Kinase-Glo luciferase, ATP luminescence, 8 min; Potency, µM (titrated, usually from 38.3 µM), for the others: at the highest dose activity change, negative = inhibition, usual class: inhibitors; 0.28% of 200,000 active; note: % is set by controls: 0 for no effect and ±100 for the full control effect; nearly all actives have a fitted effect of over 60% in size
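Compounds were added to a substrate mix at pH 7.2 (50 mM imidazole, 10 uM ATP, within the enzyme's linear range), followed by Kinase-Glo detection reagent; luminescence was measured after 8 minutes at ambient temperature.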
Epigenetic derep = regulators of epigenetic silencing causing reporter derepression in mouse cells; Potency, µM (top dose mostly 53.9 µM), inactives show at the top dose GFP activation, hits mostly activators; AID 1865; murine LDR cells, GFP reporter derepression, 30 h; 0.2% of 280,000 active; note: % of control where 0% means no effect; nearly all actives have a fitted effect of over 60% in size
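Murine LDR cells carrying a silenced, genomically integrated CMV-driven GFP reporter were exposed to compound for 30 hours at 37 C. After PBS washes, GFP-positive cells (20–120 um objects) were counted by laser-scanning microplate cytometry.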
IMPase Li inh = cell-permeable IMPase inhibitors with lithium potentiation | Potency, µM (highest dose often 59.4 µM), for the others: top-dose activity, negative = IMPase inhibition, most hits filed as inhibitors | 0.35% of 210,000 active | CHO-M1 cells, IP1 TR-FRET (IP-One), carbachol + lithium;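 note: IP1 builds up when IMPase is blocked and the TR-FRET signal falls; plate controls were basal vehicle for no effect and high inhibitor control for full effect; nearly all actives have a fitted effect of over 50% in size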
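Steps: plate 2000 CHO-M1 cells per well and culture 16–30 h; add compound and lithium; incubate 30 min, 37C; add d2-IP1 tracer and Eu cryptate anti-IP1 antibody in lysis buffer; read after 10 min at room temperature.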
* marks the source's active call; other numbers are inactive results; u = inconclusive; x = not tested or not shown; [ ] = another dose, or the depositor's remark. Calls come from the whole dose curve; as a rule, active = well fitted curve in the direction sought with a large enough effect; inconclusive = small, poorly fitted or top-dose-only effect, or another doubt; inactive = no such curve, though single readings can be large; an effect the other way counts as inactive or inconclusive. Potency is the fitted concentration of half-maximal effect.

Preview (four entries):
SMILES | KinaseGlo FLuc | Epigenetic derep | IMPase Li inh
Cc1ccc(NC(=O)C2CCCN(c3nnc(C)c4c(C)n(-c5ccccc5)nc34)C2)c(Cl)c1 (stereo not given) | x | 13% | x
O=C1CN(C(=O)c2ccc(S(=O)(=O)N3CCCC3)cc2)C(c2ccc(F)cc2)c2cc(Br)ccc2N1 (stereo not given) | x | -5.1% | x
CC(CNC(=O)c1ccc(Nc2nc3ccccc3n3nnnc23)cc1)c1ccccc1 (stereo not given) | x | u | x
Cc1cc(C)c(S(=O)(=O)Nc2cc(-c3cn4ccccc4n3)ccc2C)cc1C | x | 2.3% | x

The list itself, previewed entries included:
SMILES | KinaseGlo FLuc | Epigenetic derep | IMPase Li inh
Cc1ccc(NC(=O)C2CCCN(c3nnc(C)c4c(C)n(-c5ccccc5)nc34)C2)c(Cl)c1 (stereo not given) | x | 13% | x
O=C1CN(C(=O)c2ccc(S(=O)(=O)N3CCCC3)cc2)C(c2ccc(F)cc2)c2cc(Br)ccc2N1 (stereo not given) | x | -5.1% | x
CC(CNC(=O)c1ccc(Nc2nc3ccccc3n3nnnc23)cc1)c1ccccc1 (stereo not given) | x | u | x
Cc1cc(C)c(S(=O)(=O)Nc2cc(-c3cn4ccccc4n3)ccc2C)cc1C | x | 2.3% | x
COc1ccc(NC(=O)C2CCCN2S(=O)(=O)c2cccc3cccnc23)cc1OC (stereo not given) | x | 0.0% | x
Cc1ccc(N2C(=O)CSC23C(=O)N(Cc2ccccc2F)c2ccccc23)cc1F (stereo not given) | x | 6.6% | x
O=C1CSC2(C(=O)N(Cc3ccccc3)c3ccccc32)N1c1cccc(F)c1 (stereo not given) | x | 1.7% | x
Cc1cc(C)c(Cn2c3ccccc3c3cnn(CC(=O)N4CCCCCC4)c(=O)c32)c(C)c1 | x | u | x
CCN1CCN(C(=O)c2c(C)nn(-c3ccc(F)cc3)c2-n2cccc2)CC1 | x | 2.5% | x
COc1cccc(CNCCSc2nnnn2C)c1OCc1ccc(F)cc1 | x | 0.0% | x
CC1=C(C(=O)N2CCN(c3cccc(C)c3C)CC2)C2(CCCCC2)OC1=O | x | 1.1% | x
Cc1cccc(C)c1OCCn1c(C2CC(=O)N(c3cccc(Cl)c3)C2)nc2ccccc21 (stereo not given) | x | -1.3% | x
CCN(C(=O)CSc1nnc(C)n2c1cc1occc12)c1ccccc1 | x | -1.6% | x
CC(C)c1ccc(-c2noc(SCC(=O)N3CCCCC3)n2)cc1 | x | -2.7% | x
Nc1c(C(=O)Nc2ccc(C(=O)O)cc2)sc2nc3c(cc12)CCCC3 | x | -0.7% | x
CC1CCC(NC(=O)c2ccc3c(c2)N(Cc2ccccc2)C(=O)c2ccccc2S3(=O)=O)CC1 (stereo not given) | x | -1.1% | x
CCOc1cc2c(cc1OCC)C(c1c(F)cccc1Cl)CC(=O)N2 (stereo not given) | x | 2.6% | x
CCCCOc1ccc(C(=O)N(Cc2ccco2)Cc2ccco2)cc1 | x | 1.1% | x
CCOc1ccc(C2CC(=O)c3c([nH]c(C(=O)OCc4ccccc4)c3C)C2)cc1 (stereo not given) | x | 0.7% | x
COc1ccc(C2C(C(N)=O)=C(C)Nc3nc(SCc4ccccc4Cl)nn32)cc1OC (stereo not given) | x | -2.4% | x
Cc1cc(C)cc(N2C(=O)CC(c3ccc(C(F)(F)F)cc3)C3=C2COC3=O)c1 (stereo not given) | x | 1.9% | x
CCOC(=O)c1ccc(NC(=O)CC2C(=O)N(c3ccc(F)cc3)C(=O)N2Cc2cccnc2)cc1 (stereo not given) | x | 2.6% | x
COc1cccc(NC(=O)C2CCN(c3ccc(Sc4ccc(C)cc4)nn3)CC2)c1 | x | -1.8% | x
CCc1ccc(CNC(=O)Cc2ccc(NC(=O)N3CCSc4ncccc43)cc2)cc1 | x | 5.3% | x
O=C(Nc1cccc(-c2nc3ccccc3o2)c1)c1cc([N+](=O)[O-])ccc1N1CCOCC1 | x | -1.1% | x

Next part, starting with the last two of the part before.
SMILES | KinaseGlo FLuc | Epigenetic derep | IMPase Li inh
CCc1ccc(CNC(=O)Cc2ccc(NC(=O)N3CCSc4ncccc43)cc2)cc1 | x | 5.3% | x
O=C(Nc1cccc(-c2nc3ccccc3o2)c1)c1cc([N+](=O)[O-])ccc1N1CCOCC1 | x | -1.1% | x
Cc1cccc(-c2nc3c(c(SCc4ccccc4Cl)n2)Cc2c(CO)cnc(C)c2O3)c1 | x | -0.4% | x
Oc1ccccc1-c1nc(/C=C/c2ccc(F)cc2)no1 | x | -1.0% | x
COc1ccc(CNC(=O)CCn2nc(C)c3c(C)n(-c4ccccc4)nc3c2=O)cc1OC | x | 0.5% | x
Cc1ccc2nc(NCc3ccccc3Cl)c3nnnn3c2c1 | x | 13% | x
O=C(NCCc1ccccc1)c1cnc2sc(N3CCCCC3)nn2c1=O | x | 1.6% | x
Fc1ccccc1N1CCN(c2nccn3nc(-c4ccc(Br)cc4)cc23)CC1 | x | -0.9% | x
COc1ccccc1N=c1scc(-c2ccc(S(=O)(=O)N3CCCC3)cc2)n1C | x | -1.6% | x
Cc1ccc(CCNC(=O)CN2CCN(Cc3ccc(Cl)cc3)C2=O)cc1 | x | 1.9% | x
COc1ccc(CNC(=O)C2CCCN(S(=O)(=O)c3cccc4nsnc34)C2)cc1 (stereo not given) | x | 0.1% | x
CCc1nn(CC(=O)NCc2ccco2)c(=O)c2cc3cc(F)ccc3n12 | x | 0.0% | x
O=c1oc2c3c(ccc2c2ccccc12)OCN(Cc1ccccc1Cl)C3 | x | -1.9% | x
COCCNC(=O)c1c(-c2ccccc2)c(-c2ccccc2)nn(C)c1=O | x | -6.9% | x
COc1cccc(N2CCN(C(=O)C3CCCN(S(=O)(=O)c4ccc(Br)s4)C3)CC2)c1 (stereo not given) | x | 1.6% | x
Cc1cccc(Nc2nc(-c3ccccc3)nc3ccccc23)c1 | x | -1.6% | x
CCOc1ccccc1NC(=O)c1nn(-c2ccc(OC)cc2)c(=O)c2c1c1ccccc1n2C | x | -2.5% | x
CCCSc1ncc(Cl)c(C(=O)NCc2ccc(OC)cc2)n1 | x | -0.8% | x
COc1ccc2c(Sc3ccc(C)cc3)c(C(=O)NCC(C)c3ccccc3)[nH]c2c1 (stereo not given) | x | u | x
Cc1cccc(C)c1NC(=O)CCSc1nc(-c2ccc3c(c2)OCO3)cc(C(F)(F)F)n1 | x | 7.7% | x
COCCCNC(=O)c1sc2nc(C)c(C(=O)Nc3ccc(C)cc3C)c(-c3ccc(Cl)cc3)c2c1N | x | 1.9% | x
COc1c(C)cccc1C(=O)Nc1ccc(-c2nc3ccccc3s2)c(Cl)c1 | x | 4.8% | x
CCc1ccccc1NC(=O)C1CCCN(S(=O)(=O)c2ccc3[nH]c(=O)ccc3c2)C1 (stereo not given) | x | 0.0% | x
Cc1ccc(/C=C(\C#N)C(=O)Nc2cccc(Cl)c2)o1 | x | u | x
Cc1ccc(-c2nnc(Nc3ccc(F)cc3)c3ccccc23)cc1S(=O)(=O)NC(C)C | x | 3.8% | x
CCCSc1ncc(Cl)c(C(=O)Nc2sc3c(c2C(=O)NCC)CCCC3)n1 | x | 4.5µM* | x
Cc1ccc(-c2nc3cc(Cl)ccc3o2)cc1NC(=O)c1cc([N+](=O)[O-])ccc1N1CCOCC1 | x | 0.0% | x

Marked active in Epigenetic derep, of those listed so far:
Compound,Epigenetic derep,IMPase Li inh
CCCSc1ncc(Cl)c(C(=O)Nc2sc3c(c2C(=O)NCC)CCCC3)n1,4.5µM*,x

Later entries:
SMILES | KinaseGlo FLuc | Epigenetic derep | IMPase Li inh
COc1ccc(NC(=O)N2CCN3CCCCC3C2)cc1OC (stereo not given) | x | -4.3% | x
CC1(C)[C@@H]2CC[C@@]1(CS(=O)(=O)Nc1ccccc1)C(=O)C2 | -4%[7.66 µM] | x | -1%
COc1ccc(Oc2ncc3nc(CCc4ccccc4)c(=O)n(CCC#N)c3n2)cc1 | 0% | x | 5%
CN(C)CCCN1CCC2(CCC(C(C)(C)C)CC2)CC1 | -1%[7.66 µM] | x | 1%
Cn1c(=O)c(-c2ccc(F)cc2)nc2cncnc21 | 0% | x | 3%
COC(=O)N1CCC[C@@]2(CCN(c3ccccn3)C2)C1 | -1% | x | 10%
Clc1ccc(/C=C\c2nc(Cl)c(-c3ccc(Cl)cc3)c(Cl)n2)cc1 | -4%[7.66 µM] | x | 4%
N[C@@](CC(=O)O)(Cc1ccccc1)C(=O)O | 1%[7.66 µM] | x | 0%
N#CCCn1c(=O)c(CCc2ccccc2)nc2cnc(OCc3ccccc3)nc21 | 0% | x | 1%
COc1ccc(-n2c(=O)cnc3cnc(Oc4cccc(Cl)c4)nc32)cc1 | -2% | x | -3%
Cc1cc(N=Cc2c(CO)cnc(C)c2O)c(N=Cc2c(CO)cnc(C)c2O)cc1C.[Zn] | -2%[7.66 µM] | x | 6%
Nc1nc(Cl)cc(NCCO)n1 | -2%[7.66 µM] | x | -7%
C[C@H](OP(=O)(O)O)[C@H](N)C(=O)O | -1%[7.66 µM] | x | -15%
Nc1nc(SCc2ccccc2[N+](=O)[O-])c2[nH]cnc2n1 | 0%[7.66 µM] | x | -2%
Cc1cccc(C(=O)O)c1C[C@H]1NCC[C@H]2c3ccccc3N[C@@H]12 | -5%[7.66 µM] | x | 14%
O=C(c1ccco1)N1CCC2(CC1)CCN(c1ncccn1)CC2 | -1% | x | 3%
Nc1cccc(OCc2nc(N)nc(N)c2-c2ccc(Cl)cc2)c1 | -3%[7.66 µM] | x | 4%
O=C(O)[C@@H]1[C@@H](C(=O)Nc2ccccc2)[C@@H]2C=C[C@@H]1O2 | -4%[7.66 µM] | x | -3%
CC(=O)N1CCC[C@@]2(CCN(c3ccccc3)C2)C1 | -2% | x | 26%
Cc1ccccc1CN1C2=NCCN2C(=O)C2=C1CCN(Cc1ccccc1)C2 | -2%[7.66 µM] | x | 2%
c1ccc(-c2ccc(N3CC4(CCNCC4)C3)cc2)cc1 | -6% | x | 10%
Cc1cc2sc(C)[n+](CCCOS(=O)(=O)O)c2cc1C | -4%[7.66 µM] | x | 2%
FC(F)(F)c1cc(CN2CCCC3(CCNCC3)C2)cc(C(F)(F)F)c1 | -3% | x | -3%
O=C(O)[C@H](C1NCCS1)N1C(=O)c2ccccc2C1=O (stereo not given in full) | -1%[7.66 µM] | x | 2%
O=C(O)C[C@@H](C(=O)O)c1ccccc1[N+](=O)[O-] | 2%[7.66 µM] | x | -5%

The listing continues.
SMILES | KinaseGlo FLuc | Epigenetic derep | IMPase Li inh
O=C(c1ccco1)N1CCC[C@@]2(CCN(Cc3ccccc3)C2)C1 | -1% | x | 8%
O=c1cc(CF)[nH]c(=S)[nH]1 | -5%[7.66 µM] | x | -1%
CC1=C/C(=C(/c2ccc(O)c(C)c2)c2ccccc2C(=O)O)C=CC1=O | -5%[7.66 µM] | x | 12%
O=C(O)c1cc(-c2ccc3cc4c(cc3c2)OCO4)nc2ccccc12 | -3%[7.66 µM] | x | -1%
CN(N=O)c1ccc(/C=C\c2ccnc3ccccc23)cc1 | -7%[7.66 µM] | x | 4%
O=C(Nc1ccccc1)N1CC[C@@]2(CCCN(C(=O)c3cc(C(F)(F)F)cc(C(F)(F)F)c3)C2)C1 | -5% | x | -7%
O=NN(Cc1ccc(Cl)cc1)[C@@H](C(=O)O)c1ccccc1 | 1%[7.66 µM] | x | -11%
COC(=O)[C@@H]1[C@@H]2C[C@H]3c4[nH]c5ccccc5c4CCN3C[C@@H]2CC[C@@H]1OS(=O)(=O)O | -3%[7.66 µM] | x | -8%
N#Cc1ccc(CN2CCCC3(CCN(C(=O)c4cnccn4)CC3)C2)cc1 | -5% | x | 17%

This is a subset, so the mix of outcomes need not match the whole.
